Polio RdRp inh – poliovirus RdRp elongation inhibitors, primary screen, biochemical, fluorescence polarization, total intensity | Genome polyprotein (Poliovirus type 1 (strain Mahoney)), P03300 | 150,000 compounds, 0.66% hits | poliovirus polymerase elongation; active compounds read low | % elongation, % (compound at 16.7 µg/mL) | AID 588519, 2011; in the data active = % elongation below about 90%; also: some results filed as inactive read as strong as hits
Target sequence (P03300 1749-2209 limits assumed): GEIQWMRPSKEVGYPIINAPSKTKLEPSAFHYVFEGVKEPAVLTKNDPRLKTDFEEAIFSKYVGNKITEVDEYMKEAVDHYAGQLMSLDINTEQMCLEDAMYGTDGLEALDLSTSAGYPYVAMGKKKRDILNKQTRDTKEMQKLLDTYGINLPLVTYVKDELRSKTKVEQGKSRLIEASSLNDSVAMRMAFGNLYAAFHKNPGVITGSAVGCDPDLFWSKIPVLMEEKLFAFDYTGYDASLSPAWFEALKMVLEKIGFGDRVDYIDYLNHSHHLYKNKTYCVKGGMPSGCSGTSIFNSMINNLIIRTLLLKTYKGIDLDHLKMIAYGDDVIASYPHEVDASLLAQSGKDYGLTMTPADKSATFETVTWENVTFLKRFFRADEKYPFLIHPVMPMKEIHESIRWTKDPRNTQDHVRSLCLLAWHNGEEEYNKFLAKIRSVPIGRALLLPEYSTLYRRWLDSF
Polio RdRp inh FP z-score – recorded beside Polio RdRp inh, whose call it bears; z-score; measured here: FP z-score; hits read low
* marks the source's active call; other numbers are inactive results; & = joins results of further samples. The list is partial. The share of hits here may be higher or lower than overall.

SMILES	Polio RdRp inh	Polio RdRp inh FP z-score
CC(C)CCOC(=O)c1cc2cc(Br)ccc2oc1=O	100	-0.6
CCCCn1nc(C)c(C(=O)NC2=NCCS2)c1Cl	98	-0.7
COC(CNC(=O)c1coc2nc3ccccc3nc12)OC	101	-0.2
O=C(CSc1nc(=O)[nH]c2c1CCC2)NCc1ccccc1	108	0.4
Cc1ccc(S(=O)(=O)NC2=NCN(C3CCN(Cc4ccccc4)CC3)CN2)cc1	104	0.5
CN(CC(=O)N1CCc2ccccc21)C1CCS(=O)(=O)C1 (stereo unspecified)	109	0.8
CC1CCC2(CC1)NC(=O)N(NC(=O)CN1CCN(Cc3ccc4c(c3)OCO4)CC1)C2=O (stereo unspecified)	102	0.1
CCN1C(=O)S/C(=C\c2cc(C)n(-c3ccccn3)c2C)C1=O	98	-0.5
CCOc1cc(Br)c(CC#N)cc1OCC	104	0.3
Cc1c(C(=O)Nc2ccccc2C#N)oc2ccccc12	100	-1.1
CC(C)(C)c1ccc(C(=O)Nc2ccc3c(c2)CCCN3C(=O)c2cccs2)cc1	104	-0.2
NCCCNC(=O)c1ccco1	101	-0.3
CCCN(Cc1cccs1)C(=O)NC12CC3CC(CC(C3)C1)C2	104	0.6
NC(=S)Nc1nc2ccccc2s1	98	-0.8
CC1CN(C(=O)N2CCC(C(=O)N3CCN(c4ccccn4)CC3)CC2)c2cc(Cl)ccc2O1 (stereo unspecified)	104	1.5
CCCCCCNc1nc(NCc2ccco2)nc(OCC)n1	102	0.1
O=C(Cc1cccc2ccccc12)OCC(=O)c1ccc(Br)cc1	104	0.1
CC(Sc1nnc(-c2cccs2)n1C1CC1)C(=O)N1CCNC1=O (stereo unspecified)	100	-0.5
CCc1ccc(C(=O)c2cnc3cc4c(cc3c2N2CCCC2)OCO4)cc1	102	-0.5
COc1ccc(NC(=O)Cn2c(=O)n(-c3ccccc3)c(=O)c3ccc(C(=O)NCc4ccc5c(c4)OCO5)cc32)cc1	101	-0.4
COC(=O)CSC1=C(C#N)C(c2cccc(Cl)c2Cl)C2=C(CCCC2=O)N1 (stereo unspecified)	102	0.4
O=C(C1CCC(CNS(=O)(=O)c2ccccc2)CC1)N1CCCCC1 (stereo unspecified)	100	-1.1
CCOC(=O)c1ccc(NCc2cn[nH]c2-c2ccc(C)cc2)cc1	101	-0.5
NNC(=O)CN1CCCCCC1=O	104	0
CCOc1ccc(C2CC(=O)Nc3nc(SCc4ccccc4C)[nH]c(=O)c32)cc1OC (stereo unspecified)	106	-0.1
(continued)
SMILES	Polio RdRp inh	Polio RdRp inh FP z-score
CCOc1ccc(CNC(=O)C2CCN(S(=O)(=O)c3c(C)noc3/C=C/c3ccc(C)cc3)CC2)cc1OC	106	-0.2
O=C(O)c1ccc2[nH]c3c(c2c1)CCCC3	101	0
O=C1c2ccccc2C(=O)N1CC12CC3CC(CC(C3)C1)C2	101	-0.1
CCn1cc(C(=O)OCc2ccccc2)c(=O)c2ccc(C)nc21	98	-1.2
Cc1ccc(Nc2nc(COC(=O)/C=C/c3ccc(C)o3)cs2)cc1	106	0.5
COc1ccc(C(=O)N2CCN(C34CC5CC(CC(C5)C3)C4)CC2)cc1OC	104	0.8
Cc1cccc(N2CN(CCc3ccccc3)CNC2=S)c1C	100	-0.6
CCN(c1ccccc1)c1cc2ccccc2c(=O)[nH]1	94	-1.6
COc1ccc(-c2c(C)nn3c(N4CCN(c5ccccc5)CC4)cc(C)nc23)cc1OC	106	0.2
CCN(C(=O)C1CCCN(c2ncnc3onc(-c4ccc(F)cc4)c23)C1)c1ccccc1 (stereo unspecified)	101	-0.9
O=C(NCc1ccco1)c1ccc(S(=O)(=O)N2CCCC2)cc1	106	0.4
Cn1nc(-c2ccc(Cl)cc2)c2cc(C(=O)N3CCN(c4cccc(Cl)c4)CC3)sc21	99	-1
NNC(=O)c1csc(COc2cc(Cl)cc(Cl)c2)n1	100	-1.1
O=C(CCl)NCc1ccccc1	103	0.3
Cc1cccc(CN2CCC(CNC(=O)NCc3noc4ccccc34)CC2)c1	101	-0.2
COc1ccccc1NC(=O)CC1COc2ccccc2O1 (stereo unspecified)	101	0.1
CCN(CCO)C(=O)C12CCC(C)(C(=O)C1)C2(C)C (stereo unspecified)	101	0.2
CC(=O)N1CCc2cc(S(=O)(=O)CCC(=O)Nc3ccc(C)cc3Cl)ccc21	104	0.7
CCCN(CCC)C(=O)c1sc2nc(-c3ccc(OC)cc3)cn2c1C	101	0
Cc1ccc2nc(COc3ccccc3NC(=O)c3ccccc3C)cc(=O)n2c1	110	0.9
CC(NS(=O)(=O)c1cc(C(F)(F)F)ccc1Cl)C(=O)N1CCN(c2ccccc2)CC1 (stereo unspecified)	103	0.1
Cc1ccc(N(CC(=O)NCc2ccco2)S(=O)(=O)c2ccc(C)cc2)cc1	102	0
OCN1CCCC1	102	0
Nc1nc(-c2ccccc2)cc(=S)s1	97	-0.6
Cc1cccc(Oc2nc3c(c(=O)n(C)c(=O)n3C)n2Cc2ccccc2)c1C	113	0.3
Later entries.
SMILES	Polio RdRp inh	Polio RdRp inh FP z-score
CC1=C(C(=O)Nc2ccc(Br)cc2F)C2(CCN(S(C)(=O)=O)CC2)OC1=O	101	-0.1
CC(=O)N1CCc2cc3nc(C)cc(C)c3cc21	99	-0.4
CCOC(=O)C1CCN(C(=O)CSc2ccc(Cl)cc2)CC1	104	1
COc1ccc(C(=O)N2C(=O)N(c3ccccc3)C3(C)CC2c2ccccc2O3)cc1 (stereo unspecified)	103	0.4
CC(C(=O)NCc1ccc(Cl)cc1)n1cccc1C(=O)c1ccccc1 (stereo unspecified)	101	-1.2
CCN(CC)CCn1cnc2ccccc21	106	0.3
CN(C)CCNc1ncnc2ccccc12	101	-0.1
COc1ccc(C)cc1NC(=O)NCc1ccc2c(c1)CCN2C(=O)c1ccccc1	110	0.3
Cc1cc(C)c2nc(N3CCCC(C(=O)NCc4cccc(Cl)c4)C3)sc2c1 (stereo unspecified)	106	-0.2
CCc1nc2c(cnn2-c2ccc(C)cc2)c(=O)n1Cc1ccccc1	107	-0.5
OC12CCCCC1C(c1ccc(Cl)cc1Cl)NCC2 (stereo unspecified)	104	0
Cc1cccn2cc(CSc3nc4ccccc4o3)nc12	102	0
CC(=O)c1ccc(NC(=O)COc2ccccc2-c2nc(-c3cccc(C)c3)no2)cc1	109	0.2
Nc1ccc2c(c1)C(=O)N(CCC(=O)O)C2=O	97	-1.2
CCOc1ccc(OCC(=O)Nc2ccc(S(=O)(=O)Nc3cc(C)on3)cc2)cc1	107	0.4
CCOC(=O)c1ccc(N2COc3ccc4c5c(c(=O)oc4c3C2)CCC5)cc1	102	0
CCC(=O)Nc1ccc2nc(SCCOc3ccccc3)sc2c1	99	-1.7
CC(C)C1C(=O)Nc2ccc(S(=O)(=O)NCc3ccccc3)cc21 (stereo unspecified)	101	-0.1
Cc1ccccc1NC1CC(C)Nc2c(C)cccc21 (stereo unspecified)	105	0.8
Cc1cccc(OCCBr)c1	102	0.1
Cc1cc2ccccn2c1C(=O)c1nc(N2CCN(c3ccc(F)cc3)CC2)ncc1Cl	101	-0.3
Cc1ccc(Cl)cc1N1CCN(C(=O)CCC(=O)Nc2ccc3nc(N4CCC(C)CC4)cc(C)c3c2)CC1	106	0.1
Oc1ccccc1-c1nc(/C=C/c2ccccc2)nn1-c1ccccc1	105	-0.1
COc1ccc(C/C(C)=N/NC(=O)c2cccs2)cc1	98	-0.6
Cc1c(Br)c(C(F)(F)F)nn1CC(=O)N1CCOCC1	99	-0.4
Later entries
SMILES	Polio RdRp inh	Polio RdRp inh FP z-score
Cc1ccc(-n2c(=O)c3cccnc3n2CC(=O)Nc2ccc(C)cc2Cl)cc1	108	0.1
CCOC(F)(C(N)=O)C(F)(F)F (stereo unspecified)	102	0.3
CCOc1ccc(Cn2c(-c3ccc(OCC)c(OC)c3)nc3ccccc32)cc1OC	101	-0.4
CCSC1(SCC)N=C(N)C2(C#N)C(c3cccc(OC)c3)C12C#N (stereo unspecified)	101	0
Cc1ccc(CNC(=O)CN2C(=O)C3(OCCCO3)c3ccccc32)cc1	101	0.3
CCc1cccc(CC)c1NC(=O)C(Cc1ccccc1)NS(=O)(=O)c1cccc2nsnc12 (stereo unspecified)	107	0.5
CCOc1ccc(-c2nc(SCC(=O)NCCCOC)c(-c3ccccc3)[nH]2)cc1	110	-0.7
COc1ccc(C2C(C(=O)N3CCCCC3)=C(C)NC3=C2C(=O)CCC3)cc1O (stereo unspecified)	101	-0.2
Cc1ccc(S(=O)(=O)C(CNC(=O)C(=O)NCc2ccccc2C)c2cccs2)cc1 (stereo unspecified)	105	-0.4
CS(=O)(=O)Nc1cccc(C2=NN(C(=O)CCC(=O)O)C(c3cccc(F)c3)C2)c1 (stereo unspecified)	102	0.9
CCCC(=O)Nc1cccc(-c2nc3cc(C)c(C)cc3o2)c1C	105	0
COc1ccc(-c2noc(CNC(C)(C)C)n2)cc1OC	99	-1.1
Cc1ccccc1CN1C(=O)c2ccccc2S(=O)c2ccc(C(=O)NCc3ccc4c(c3)OCO4)cc21 (stereo unspecified)	105	-0.1
CCOC(=O)c1c(O)cc2ccccc2c1O	101	0.2
Cc1ccc2c(c1)C1CN(C)CCC1N2C(=O)c1cccs1 (stereo unspecified)	103	0.2
COc1cc(C)nc(NN)n1	100	-0.1
CC(N)Cn1cccn1 (stereo unspecified)	102	0.2
CC(C)(C)C(=O)NCC(c1ccc2c(c1)OCO2)N1CCOCC1 (stereo unspecified)	109	0.5
CCN(CC)c1cc(C)nc2nc(-c3ccc(C)cc3)nn12	109	0.6
NC(=O)CN1CCN(C/C=C/c2ccccc2)CC1	102	0.1
O=C1c2cccc3c(N4CCCCC4)ccc(c23)C(=O)N1c1ccccn1	78	-8.6
COc1ccc(-c2nc3n(c(=O)c2C#N)CCS3)cc1	102	0.3
C=CCN1C(=O)/C(=C/c2c(Sc3ccccc3)nc3ccccn3c2=O)SC1=S	116	3.1
CCN1C(=O)N(c2ccc(C(C)=O)cc2)S(=O)(=O)c2ccccc21	109	0.4
CCN(Cc1ccccc1)C(=O)CCS(=O)(=O)c1cc(Br)cc2c1N(C(=O)C1CC1)CC2	103	-0.6
New compounds follow
SMILES	Polio RdRp inh	Polio RdRp inh FP z-score
CC(C)C(C(=O)O)N1C(=O)c2ccccc2C1=O (stereo unspecified)	99	-0.4
CCOc1ccc(-c2nc(CN3CCCCC3)cs2)cc1	99	-0.6
Cc1cccc(-n2c(Cc3cc(=O)[nH]c(=O)[nH]3)nnc2SCC(=O)NC2CCCC2)c1	99	-1.1
CNc1nc(-c2c[nH]c3ccc(F)cc23)cs1	97	-1.4
O=C(O)CSc1c2c(nc3cc(C(=O)NCc4cccs4)ccc13)CCCC2	101	-0.3
CSc1nnc(CNC(=O)C2CCCC2)n1C	99	-0.9
N#Cc1cccc(C(c2nnnn2Cc2ccccc2)N2CCCC2)c1 (stereo unspecified)	99	-0.6
Cc1ccc(Nc2c(-c3ccc(Br)o3)nc3ccccn23)cc1	102	-1.8
Cn1nnnc1SCCC(=O)Nc1ccccc1	102	0
Cc1cn(COCCO)c(=O)[nH]c1=O	102	0.5
O=C(NCc1ccc2c(c1)OCO2)c1ccc2c(c1)N(Cc1ccccc1F)C(=O)c1ccccc1S2=O (stereo unspecified)	108	0.4
CCOC(=O)NC(=O)Cn1nnc(-c2cccc(C(F)(F)F)c2)n1	106	0.6
CC(NC(=O)COc1ccc(F)cc1Cl)C1CCCO1 (stereo unspecified)	101	-0.6
COc1cc(NC(=O)c2cc(-c3ccc4c(c3)OCO4)on2)cc(OC)c1OC	108	0.7
N#Cc1ccc(NC(=O)c2cccs2)cc1	106	0.4
CCCN1C(=O)/C(=c2\sc3nc(=O)c(-c4ccccc4)nn3c2=O)c2ccccc21	105	0.7
Cc1ccc2nc3sc(C(=O)O)c(N)c3cc2c1	103	0.4
C/C=C1\C2C=C(C)CC1(N)c1ccc(=O)[nH]c1C2 (stereo unspecified)	99&99	-0.3&0.1
COC(=O)c1ccc(NCC(=O)Nc2cc(C)cc(C)c2)cc1	102	0
Cc1cccc2cc(C(c3nnnn3C(C)(C)C)N(Cc3ccccc3)Cc3ccco3)c(=O)[nH]c12 (stereo unspecified)	107	0.4
CCOC(=O)c1cnn(CCOC(=O)c2cccs2)c1NC(=O)c1cccs1	101	-0.1
COc1ccccc1CNC(=O)Cn1c(=O)nc(-c2ccccc2)c2ccccc21	106	0
COc1cc(C2CC(=O)Nc3ccc4ccccc4c32)ccc1OC(=O)C(C)C (stereo unspecified)	105	-0.1
O=C(O)CCc1nc2ccccc2[nH]c1=O	102	0
Cc1cccn2cc(CSc3nnc(-c4nn(Cc5ccccc5)c(=O)c5ccccc45)o3)nc12	113	0.6

In the list so far, 13 contain an aryl thioether with sulfur outside any ring:
SMILES	Polio RdRp inh	Polio RdRp inh FP z-score
O=C(CSc1nc(=O)[nH]c2c1CCC2)NCc1ccccc1	108	0.4
CC(Sc1nnc(-c2cccs2)n1C1CC1)C(=O)N1CCNC1=O (stereo unspecified)	100	-0.5
CCOc1ccc(C2CC(=O)Nc3nc(SCc4ccccc4C)[nH]c(=O)c32)cc1OC (stereo unspecified)	106	-0.1
CCOC(=O)C1CCN(C(=O)CSc2ccc(Cl)cc2)CC1	104	1
Cc1cccn2cc(CSc3nc4ccccc4o3)nc12	102	0
CCC(=O)Nc1ccc2nc(SCCOc3ccccc3)sc2c1	99	-1.7
CCOc1ccc(-c2nc(SCC(=O)NCCCOC)c(-c3ccccc3)[nH]2)cc1	110	-0.7
C=CCN1C(=O)/C(=C/c2c(Sc3ccccc3)nc3ccccn3c2=O)SC1=S	116	3.1
Cc1cccc(-n2c(Cc3cc(=O)[nH]c(=O)[nH]3)nnc2SCC(=O)NC2CCCC2)c1	99	-1.1
O=C(O)CSc1c2c(nc3cc(C(=O)NCc4cccs4)ccc13)CCCC2	101	-0.3
CSc1nnc(CNC(=O)C2CCCC2)n1C	99	-0.9
Cn1nnnc1SCCC(=O)Nc1ccccc1	102	0
Cc1cccn2cc(CSc3nnc(-c4nn(Cc5ccccc5)c(=O)c5ccccc45)o3)nc12	113	0.6

High-throughput results from PubChem BioAssay.
